Bioassay records as filed in PubChem.
ALOX12 inh = Primary qHTS assay for inhibitors of human arachidonate 12S-lipoxygenase (ALOX12): Round 2; Polyunsaturated fatty acid lipoxygenase ALOX12 (Homo sapiens), P18054; purified 12hLO, xylenol orange hydroperoxide absorbance; Potency, µM (titrated, usually from 108 µM), for inactives: at the top dose activity change, negative = inhibition, hits mostly inhibitors; actives 1.1% (n = 580,000); AID 1671190, 2021; further: on the % scale 0 is the no-effect control and ±100 the full control effect
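Purified human 12hLO (150 nM final) in 25 mM Hepes, 0.01% Triton X-100, pH 7.0 was preincubated 15 min at room temperature with compound. Then 40 uM arachidonic acid was added, 30 min. Hydroperoxide was read by Fe-XO absorbance ratio 573/405 nm.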
RGS4 inhibitor = Inhibitors of Regulator of G Protein Signaling (RGS) 4: qHTS; actives 0.039% (n = 390,000); Transcreener GDP fluorescence polarization, RGS4-accelerated GTP hydrolysis; Regulator of G-protein signaling 4 (Homo sapiens), P49798; Potency, µM (series often up to 114 µM), for inactives: at the top dose activity change, negative = inhibition, usual class: inhibitors; further: on the % scale 0 is the no-effect control and ±100 the full control effect; nearly all actives have a fitted effect of over 75% in size; some results filed as inactive show a strong effect at the top dose
Target sequence (P49798 whole entry, looked up): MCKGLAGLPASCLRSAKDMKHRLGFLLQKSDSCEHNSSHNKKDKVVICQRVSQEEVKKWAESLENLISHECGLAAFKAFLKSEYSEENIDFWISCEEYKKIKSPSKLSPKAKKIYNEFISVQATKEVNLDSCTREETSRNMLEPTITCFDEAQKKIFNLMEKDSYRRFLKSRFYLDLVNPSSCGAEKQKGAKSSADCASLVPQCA
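MLSMR compounds (23 nl, pin-transferred) preincubated 10 min at room temperature with a 500nM (2x) first reagent, then RGS4 at 900nM (2x) plus Transcreener GDP mix added; fluorescence polarization (620/688 nm) read before and after 90 min at 30 °C.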
IDH1 R132H inh = qHTS for Inhibitors of mutant isocitrate dehydrogenase 1 (IDH1): qHTS; Potency, µM (titrated, usually from 76.6 µM), inactives show at the top dose activity change, negative = inhibition, most hits filed as inhibitors; actives 0.093% (n = 390,000); IDH1-R132H enzyme, NADPH consumption, diaphorase/resazurin fluorescence; AID 602179, 2012; Isocitrate dehydrogenase [NADP] cytoplasmic (Homo sapiens), O75874; further: on the % scale 0 is the no-effect control and ±100 the full control effect; nearly all actives have a fitted effect of over 65% in size
Target sequence (O75874 whole entry R132H, stated change not applied): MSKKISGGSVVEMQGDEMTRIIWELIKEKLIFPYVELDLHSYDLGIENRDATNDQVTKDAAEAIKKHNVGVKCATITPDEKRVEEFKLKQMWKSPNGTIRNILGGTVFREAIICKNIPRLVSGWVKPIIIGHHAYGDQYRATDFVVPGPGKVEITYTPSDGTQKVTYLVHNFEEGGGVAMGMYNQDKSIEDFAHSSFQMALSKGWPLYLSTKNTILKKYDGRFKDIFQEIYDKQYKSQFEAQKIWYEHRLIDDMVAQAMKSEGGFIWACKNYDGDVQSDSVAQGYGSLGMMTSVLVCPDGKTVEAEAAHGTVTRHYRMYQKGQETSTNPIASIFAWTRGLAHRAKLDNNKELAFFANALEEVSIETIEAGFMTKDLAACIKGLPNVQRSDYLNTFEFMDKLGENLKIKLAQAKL
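IDH1-R132H (0.5 ug/mL) preincubated 30 min with compound, then NADPH (0.016 mM) and alpha-KG (2 mM) added; 80 min at RT, pH 7.5. Remaining NADPH coupled via diaphorase/resazurin to fluorescence (540/590 nm); concentration-response curves normalized to no-enzyme control.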
USP1-UAF1 inh = Inhibitors of USP1/UAF1: Primary Screen. recombinant USP1/UAF1, Ub-Rhodamine cleavage fluorescence. actives 0.23% (n = 390,000). Potency, µM (top dose mostly 57.1 µM), inactives show at the top dose activity change, negative = inhibition, usual class: inhibitors. Ubiquitin carboxyl-terminal hydrolase 1 (Homo sapiens), O94782; further: on the % scale 0 is the no-effect control and ±100 the full control effect; nearly all actives have a fitted effect of over 60% in size; inactives centre near -12
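High-throughput fluorogenic screen: 1nM USP1/UAF1 complex, Ub-Rho substrate 150nM final, 50mM HEPES pH 7.8 with 0.5mM EDTA, 0.1 mg/ml BSA, 1mM TCEP and 0.01% Tween-20.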
TrxR1 substrate = qHTS Assay for Substrates of Mammalian Selenoprotein Thioredoxin Reductase 1 (TrxR1): qHTS. AID 588456, 2011. purified TrxR1 substrate turnover, NADPH consumption readout. Potency, µM (top dose mostly 114 µM), without a hit: at the highest dose activity change, negative = substrate turnover. actives 0.01% (n = 390,000); further: on the % scale 0 is the no-effect control and ±100 the full control effect; nearly all actives have a fitted effect of over 50% in size
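Rat TrxR1, dispensed at 90 nM, was prereduced with 400 uM NADPH (final) for 5 min at ~22 deg C, then incubated with compound 15 min before 400 uM selenite. A first-read NADPH fluorescence drop versus no-compound background flagged substrates.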
TrxR1 inh = qHTS Assay for Inhibitors of Mammalian Selenoprotein Thioredoxin Reductase 1 (TrxR1): qHTS; Thioredoxin reductase 1, cytoplasmic (Rattus norvegicus), O89049; recombinant rTrxR1, NADPH fluorescence consumption, selenite substrate; Potency, µM (top dose mostly 114 µM), without a hit: at the highest dose activity change, negative = inhibition, most hits filed as inhibitors; actives 1% (n = 390,000); further: on the % scale 0 is the no-effect control and ±100 the full control effect; nearly all actives have a fitted effect of over 65% in size
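Rat TrxR1 (90 nM in the dispensed reagent) was pre-reduced with 400 uM NADPH for 5 min at room temperature, then incubated with compound for 15 min. After 400 uM selenite was added, NADPH fluorescence (Ex 340/Em 450 nm) was followed for 8 min.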
Vif-APOBEC3F blk = qHTS for Inhibitors of Vif-A3F Interactions: qHTS; HeLa A3F-eYFP + Vif (tagged APOBEC3F with the HIV-1 protein that degrades it), YFP fluorescence increase; Potency, µM (series often up to 46.1 µM), for the others: top-dose activity, negative = active; actives 0.2% (n = 390,000); AID 602313, 2012; further: % of control where 0% means no effect; nearly all actives have a fitted effect of over 65% in size
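Fluorescence increase (Ex 488/Em 500-530) after overnight compound treatment at 37 deg C flags inhibition of Vif-driven A3F-eYFP loss in stable HeLa A3F-eYFP/Vif cells seeded overnight beforehand.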
RXFP1 ag = qHTS Assay for Agonists of the Relaxin Receptor RXFP1; AID 2676, 2010; Potency, µM (doses to about 57.5 µM), for inactives: top-dose activation, usual class: activators; actives 0.3% (n = 370,000); HEK293T-RXFP1 cAMP TR-FRET, 30 min; response scale: percent of porcine relaxin response, buffer zero; further: on the % scale 0 is the no-effect control and ±100 the full control effect; nearly all actives have a fitted effect of over 60% in size; many of its hits are not listed in these tables
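cAMP rise read by TR-FRET after 30 min, 37C compound exposure (up to 58 uM) in RXFP1-transfected HEK293 cells with Ro 20174 present. EC50 from Hill-equation fits, with 29 nM porcine relaxin as 100% and buffer as basal.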
Vif-A3G inh = qHTS for Inhibitors of Vif-A3G Interactions: qHTS. Potency, µM (series often up to 46.1 µM), for the others: at the highest dose activity, negative = active, most hits filed as inhibitors. DNA dC->dU-editing enzyme APOBEC-3G (Homo sapiens), Q9HC16. actives 0.076% (n = 410,000). HeLa A3G-eYFP + Vif (tagged APOBEC3G with the HIV-1 protein that degrades it), YFP fluorescence, overnight;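 further: on the % scale 0 is the no-effect control and ±100 the full control effect; nearly all actives have a fitted effect of over 60% in size; hits raise eYFP signal because A3G escapes Vif-driven loss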
Target sequence (Q9HC16 whole entry, looked up): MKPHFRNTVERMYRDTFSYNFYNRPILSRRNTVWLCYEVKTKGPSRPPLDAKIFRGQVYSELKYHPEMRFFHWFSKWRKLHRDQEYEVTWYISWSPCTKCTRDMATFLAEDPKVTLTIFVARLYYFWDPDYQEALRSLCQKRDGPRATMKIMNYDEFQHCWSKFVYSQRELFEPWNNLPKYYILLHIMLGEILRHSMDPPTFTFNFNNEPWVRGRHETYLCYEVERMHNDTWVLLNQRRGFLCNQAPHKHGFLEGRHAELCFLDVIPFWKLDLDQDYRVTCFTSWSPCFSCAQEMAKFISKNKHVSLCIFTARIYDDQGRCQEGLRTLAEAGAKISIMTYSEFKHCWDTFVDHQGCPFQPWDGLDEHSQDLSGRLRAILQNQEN
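HeLa cells stably expressing Vif and C-terminally eYFP-tagged A3G, seeded overnight at 37 deg C, then exposed to compound by pintool overnight at 37 deg C. Rise in yellow fluorescence (Ex 488/Em 500-530, Acumen) marks blocked Vif-driven A3G degradation.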
* = called active by the depositor; i = inactive; ? = inconclusive; . = not tested or not shown; & = joins results of further samples; [ ] = dose if it differs, or a comment. The call rests on the fitted dose curve; in most records, active means well fitted curve in the direction sought with a large enough effect; inconclusive means small, poorly fitted or top-dose-only effect, or another doubt; inactive means no such curve, though single readings can be large; an effect the other way counts as inactive or inconclusive. Potency means the concentration at half of the fitted maximal effect. An excerpt; rates above refer to the full screens.

SMILES	ALOX12 inh	RGS4 inhibitor	IDH1 R132H inh	USP1-UAF1 inh	TrxR1 substrate	TrxR1 inh	Vif-APOBEC3F blk	RXFP1 ag	Vif-A3G inh
Cc1ccc(N2C(=O)C3C(C(=O)c4ccccc4)=NN(c4ccccc4)C3C2=O)cc1 (configuration not stated)	-22%	-1%	0%	?	-4%	5%	-18%	-2.3%	1%
Cc1ccc(NC2=NC(C(=O)Nc3ccc(C)c(C)c3)CC(=O)N2)cc1 (configuration not stated)	4%	-26%	0%	-12%	-5%	-7%	.	0.9%	0%
Cc1ccc(NC(=O)c2cccs2)cc1S(=O)(=O)Nc1cccc(Cl)c1	-28%	-11%	0%	-3%	-3%	5%	-3%	1.4%	-28%
C(=C\c1ccco1)/C1=NN(c2ccccc2)C(c2ccco2)C1 (configuration not stated)	.	-32%	8%	-9%	37%[activator]	?	25µM*	17%	?
CC(C)(C)c1cc(C(=O)NNS(=O)(=O)c2ccccc2)n[nH]1	?	30%	-3%	-19%	-7%	4%	-3%	1.3%	-23%
CCc1ccc(-n2nc3ccc(NC(=O)COc4ccc(OC)cc4)cc3n2)cc1	?	-21%	-4%	-18%	16%	-5%	-16%	20%	5%
O=C(CCNS(=O)(=O)c1ccccc1F)NCc1ccc2c(c1)OCO2	0%	-24%	9%	-17%	0%	7%	-6%	0.3%	2%
COc1ccccc1NC(=O)C/C(C)=N/NC(=O)COc1c(Br)cc(Br)cc1OC	i	2%	-5%	-6%	8%[57.1 µM]	16%[57.1 µM]	-6%	4.6%	-6%
Cc1ccc(-c2ccc(=O)n(Cc3ccc(F)cc3)n2)cc1	?	3%&5%	1%&-15%	-24%&23%	4%&4%	17%&20%	-12%&0%	2.4%&0.4%	3%&2%
C=CCn1c(SCC(=O)N(C)C)nc2sc3c(c2c1=O)CCC3	10%	4%	1%	-5%	3%	14%	4%	-0.4%	4%
COC(=O)C1=CN(Cc2ccc(OC)c(OC)c2)C=C(C(=O)OC)C1c1ccccc1F	-6%	0%	-17%	-26%	140%[activator]	32%	15%	7.1%	-6%
O=C(NCCc1c[nH]c2ccccc12)C1CCN(S(=O)(=O)c2ccc(F)cc2)CC1	1%	-20%	0%	-19%	-2%	8%	12%	-1.6%	0%
COc1cccc(NC(=O)C2CCN(c3nn4cc(-c5ccc(F)cc5)nc4s3)CC2)c1	-5%	9%	-3%	-29%	-4%	16%	?	-0.7%	-3%
Cc1nc(COC(=O)c2ccc(CO)cc2)cs1	-7%	-31%	0%	-18%	10%[57.1 µM]	10%[57.1 µM]	0%	0.4%	0%
CCCCN(CCCC)Cc1cc2ccccc2c2c1COC2	?	-31%	5%	-12%	-10%[57.1 µM]	1%[57.1 µM]	7%	0.2%	-5%
COc1ccc(C)cc1Nc1n[n+](-c2ccccc2)c(-c2cc([N+](=O)[O-])cc(OC)c2O)s1	.	-29%	7%	83%[activator]	-2%	25%	22µM*	0.2%	-9%
Oc1ccccc1C=NN=C1c2ccccc2-c2ccccc21	2%	-4%	2%	-11%	5%[11.4 µM]	6%[11.4 µM]	8%	.	-9%
CC1CC(OCC(O)CN2CCCCC2C)CC(C)(C)C1 (configuration not stated)	-15%	17%	17%	-8%	13%[57.1 µM]	12%[57.1 µM]	5%	6.7%	0%
CCOC(=O)c1c(C)[nH]c(C)c1S(=O)(=O)N1CCCC(C(=O)Nc2cc(C)ccc2C)C1 (configuration not stated)	-12%	1%	0%	-25%	6%[57.1 µM]	22%[57.1 µM]	7%	1.2%	5%
Cc1csc(=NC(=O)c2ccccc2)n1CCO	-18%	10%	-1%	-14%	2%[57.1 µM]	23%[57.1 µM]	-6%	-0.1%	0%
CCc1cccc(NC(=O)CCS(=O)(=O)c2ccc(C)cc2)c1	-14%	0%	21%	?	-7%	3%	-7%	-4.4%	4%
O=C(/C=C/c1ccco1)Nc1ccc(Cl)c(S(=O)(=O)N2CCOCC2)c1	?	-12%	-2%	-17%	-13%	?	2%	5.0%	-6%
Cc1ccc(NC(=O)COC(=O)c2ccc(S(=O)(=O)NCc3ccco3)cc2)cc1	297%[activator]	-6%	7%	-10%	-1%	15%	-6%	-1.5%	2%
CC1CCN(c2ccc(NC(=O)c3ccc([N+](=O)[O-])o3)cc2)CC1	?	-32%	9%	-14%	-5%	-6%	11%	0.4%	?
Cc1ccc(C(=O)CNc2ccc(Cl)cc2)cc1	?	17%	?	-10%	9%[57.1 µM]	39%[activator]	-19%	-1.6%	-1%
CCOCCn1ccc2c(OCC(=O)Nc3cc(OC)ccc3OC)cccc2c1=O	-7%	-31%	-1%	-14%	6%[57.1 µM]	0%[57.1 µM]	1%	1.8%	-2%
O=C1/C(=C\c2ccccc2)CCC/C1=C/c1ccccc1	?	-45%	3%	-10%	-13%	?	?	.	?
COc1ccc(-c2oc3ncn4nc(-c5ccc(Cl)cc5)nc4c3c2-c2ccc(OC)cc2)cc1	-4%	-14%	31%[activator]	-9%	8%	24%	5%	1.3%	1%
CCC1CCCCN1C(=O)Nc1ccc(F)cc1 (configuration not stated)	-7%	42%	5%	-1%	4%	9%	-2%	1.0%	0%
Cn1ccnc1-c1ccc(-c2nccn2C)cc1	5%	3%	-7%	-11%	111%[activator]	23%	3%	1.0%	-4%
CCCc1cc(=O)[nH]c(SCC(=O)C(C)(C)C)n1	?	-32%	-6%	-4%	-3%[57.1 µM]	-5%[57.1 µM]	0%	0.2%	0%
Cc1cccc(NC(=O)c2cccc(S(=O)(=O)N(C)c3ccccc3)c2)n1	294%[activator]	?	9%	-13%	-1%	14%	-18%	0.1%	-24%
CN(Cc1ccccc1)C(=O)c1ccc(NC(=O)Cc2cccc(NC(=O)C3CCN(C(=O)C4CCCC4)CC3)c2)cc1	-27%	-3%	-8%	-23%	-4%	16%	-1%	2.6%	5%
CCCn1nc(C(=O)NC2CCCc3ccccc32)c2ccccc2c1=O (configuration not stated)	-10%&-14%	7%	-5%	-7%	1%[57.1 µM]	7%	8%	-0.2%	-5%
C=CCNC(=S)NCc1ccc(CNC(=S)NCC=C)cc1	-15%	24%	4%	-3%	-7%	-13%[57.1 µM]	6%	-2.9%	2%
Nc1c(C(=O)NCCN2CCOCC2)c2nc3ccccc3nc2n1-c1ccccc1	-15%	4%	6%	-16%	279%[activator]	23%	-1%	3.8%	6%
O=c1[nH]c(CS(=O)(=O)c2ccccc2)nc2ccccc12	0%	2%	-1%	2%	5%[57.1 µM]	?	-11%	-0.3%	-1%
COc1ccc(NC(c2ccc(F)cc2)c2nnc(-c3ccccc3Cl)o2)cc1Cl (configuration not stated)	1%	9%	-9%	-23%	-2%	12%	4%	1.4%	-1%

2 of these compounds in a different format:
Every second line gives: ALOX12 inh	RGS4 inhibitor	IDH1 R132H inh	USP1-UAF1 inh	TrxR1 substrate	TrxR1 inh	Vif-APOBEC3F blk	RXFP1 ag	Vif-A3G inh
CCOCCn1ccc2c(OCC(=O)Nc3cc(OC)ccc3OC)cccc2c1=O
  -7%	-31%	-1%	-14%	6%[57.1 µM]	0%[57.1 µM]	1%	1.8%	-2%
O=C1/C(=C\c2ccccc2)CCC/C1=C/c1ccccc1
  ?	-45%	3%	-10%	-13%	?	?	.	?

A portion from the list above, as a working copy:
SMILES	ALOX12 inh	RGS4 inhibitor	IDH1 R132H inh	USP1-UAF1 inh	TrxR1 substrate	TrxR1 inh	Vif-APOBEC3F blk	RXFP1 ag	Vif-A3G inh
Cc1ccc(NC(=O)COC(=O)c2ccc(S(=O)(=O)NCc3ccco3)cc2)cc1	297%[activator]	-6%	7%	-10%	-1%	15%	-6%	-1.5%	2%
CC1CCN(c2ccc(NC(=O)c3ccc([N+](=O)[O-])o3)cc2)CC1	?	-32%	9%	-14%	-5%	-6%	11%	0.4%	?
Cc1ccc(C(=O)CNc2ccc(Cl)cc2)cc1	?	17%	?	-10%	9%[57.1 µM]	39%[activator]	-19%	-1.6%	-1%
CCOCCn1ccc2c(OCC(=O)Nc3cc(OC)ccc3OC)cccc2c1=O	-7%	-31%	-1%	-14%	6%[57.1 µM]	0%[57.1 µM]	1%	1.8%	-2%
